From PubChem BioAssay
TcdB inh = inhibitors of Clostridioides difficile toxin B glycohydrolase; TcdB glycohydrolase enzymatic assay, plate reader; inhibition, % at 9.99 µM; 350,000 tested, 0.24% active; in the data active = inhibition above about 10%
Numbers without * were called inactive.

SMILES	TcdB inh
CO[C@H]1CN(C)C(=O)c2ccc(NC(C)=O)cc2OC[C@@H](C)N(C(=O)Cc2ccccn2)C[C@H]1C	0.4
COCC(=O)NC[C@H]1[C@@H](c2ccc(-c3ccccc3)cc2)[C@@H](CO)N1C(C)=O	-0.1
C[C@@H]1CCCCO[C@H](CN(C)S(=O)(=O)c2ccc(Cl)cc2)[C@H](C)CN([C@@H](C)CO)C(=O)c2cc(NC(=O)Nc3cccc4ccccc34)ccc2O1	-1.9
O=C(NCCc1ccccc1)[C@H]1[C@H](CO)[C@H]2Cn3c(ccc(-c4ccccc4)c3=O)[C@@H]1N2	0.6
COc1ccc(NC(=O)Nc2ccc3c(c2)CC(=O)N([C@@H](C)CO)C[C@@H](C)[C@H](CN(C)Cc2ccncc2)O3)cc1	-0.5
COc1ccc(S(=O)(=O)N(C)C[C@@H]2OCCCC[C@@H](C)Oc3ccc(NS(=O)(=O)c4ccc(F)cc4)cc3C(=O)N([C@H](C)CO)C[C@@H]2C)cc1	0.6
CCN1CC(=O)N2[C@H](CO)[C@@H](c3ccc(Br)cc3)[C@H]2C1	-0.2
Cc1noc(C)c1S(=O)(=O)N(C)C[C@@H]1OCCCC[C@@H](C)Oc2ccc(NC(=O)CCCN(C)C)cc2C(=O)N([C@@H](C)CO)C[C@H]1C	-2.1
CCc1csc(N2[C@H](CO)[C@H](c3ccccc3)[C@@H]2CN(C)C(=O)C2CCC2)n1	0.9
COC(=O)[C@@H]1[C@@H](CO)[C@@H]2Cn3c(ccc(C4=CCCCC4)c3=O)[C@H]1N2CC1CCCCC1	0.8
C[C@@H]1CCCCO[C@@H](CN(C)C(=O)c2ccccc2)[C@@H](C)CN([C@@H](C)CO)C(=O)c2cc(NS(=O)(=O)c3cccs3)ccc2O1	0.5
COc1ccc(-c2ccc([C@@H]3[C@@H](CO)N4CCCCN(C(=O)c5ccc6c(c5)OCO6)C[C@@H]34)cc2)cc1	-12
C[C@H](CO)N1C[C@H](C)[C@H](CN(C)S(C)(=O)=O)Oc2ccc(NC(=O)Cc3ccccc3)cc2C1=O	0.6
C[C@@H]1CN([C@@H](C)CO)C(=O)c2cc(C#CCc3ccccc3)cnc2O[C@H]1CN(C)C(=O)C1CCCCC1	-0.1
CCN1[C@@H]2c3ccc(-c4cccnc4)c(=O)n3C[C@@H]2[C@@H](CO)[C@@H]1C(=O)NCCc1cn(C)cn1	0.2
O=C(C[C@H]1CC[C@H]2[C@@H](COC[C@@H](O)CN2CC2CCCCC2)O1)NCC1CC1	-6.9
CCCC(=O)Nc1ccc2c(c1)OC[C@@H](C)N(Cc1ccccc1OC)C[C@@H](C)[C@H](OC)CN(C)C2=O	-0.5
COCCNC(=O)C[C@H]1C[C@H]2c3cc(NS(=O)(=O)c4ccccc4)ccc3O[C@H]2[C@H](CO)O1	0.1
COC(=O)[C@@H]1[C@@H](CO)[C@@H]2Cn3c(ccc(-c4ccc(F)cc4)c3=O)[C@H]1N2C(=O)c1ccccc1F	-0.7
COCC(=O)N(C)C[C@H]1Oc2ncc(C3=CCCCC3)cc2C(=O)N([C@@H](C)CO)C[C@H]1C	0.9
C/C=C/c1ccc([C@H]2[C@@H](C#N)N(C(=O)CN3CCOCC3)[C@H]2CO)cc1	-2.9
C[C@H]1CN([C@@H](C)CO)C(=O)c2cc(NS(=O)(=O)c3ccccc3)ccc2O[C@H]1CN(C)C(=O)Nc1ccc(F)cc1	-1.7
O=C(Nc1ccccc1F)N1CC(=O)N2[C@H](CO)[C@@H](c3ccc(C#CC4CC4)cc3)[C@H]2C1	0.9
CCN1[C@@H]2c3ccc(C4=CCCCC4)c(=O)n3C[C@@H]2[C@@H](CO)[C@@H]1C(=O)NCc1cccc(OC)c1	1.2
CC=Cc1ccc2n(c1=O)C[C@H]1[C@H](CO)[C@@H](C(=O)Nc3nccs3)N(Cc3cc(F)ccc3F)[C@@H]21 (mixture of isomers)	-1.0
COc1ccc(C#Cc2ccc3c(c2)[C@H]2[C@H](CCN2C(=O)c2ccccc2F)[C@H](CO)N3)cc1	0.4
Cc1noc(C)c1S(=O)(=O)Nc1ccc2c(c1)CC(=O)N([C@H](C)CO)C[C@@H](C)[C@H](CN(C)C(=O)Nc1ccc(F)cc1)O2	-1.0
CO[C@@H]1CN(C)C(=O)c2ccc(NC(=O)Nc3ccccc3F)cc2OC[C@@H](C)N(C)C[C@H]1C	1.3
CO[C@@H]1CN(C)C(=O)c2cc(NC(=O)C3CCCCC3)ccc2OC[C@@H](C)N(C(=O)c2ccccc2)C[C@@H]1C	-0.8
Cc1ccc(S(=O)(=O)N(C)C[C@@H]2Oc3cc(C#CC4CCCC4)ccc3S(=O)(=O)N([C@H](C)CO)C[C@H]2C)cc1	-2.0
COc1ccccc1C#Cc1ccc2c(c1)O[C@@H](CN(C)Cc1cccnc1)[C@@H](C)CN([C@@H](C)CO)S2(=O)=O	0.6
CCCC#Cc1ccc([C@@H]2[C@@H](CO)N3CCCCN(Cc4cncnc4)C[C@@H]23)cc1	0.3
CC(C)CC#Cc1ccc([C@@H]2[C@@H](CO)N3CCCCN(C(=O)Cc4ccccn4)C[C@@H]23)cc1	0.7
COc1ccc(CN(C)C[C@@H]2Oc3ccc(NC(=O)Nc4cccc5ccccc45)cc3CC(=O)N([C@@H](C)CO)C[C@@H]2C)cc1	-2.3
C[C@@H]1CN([C@H](C)CO)C(=O)c2cc(C#C[C@@H](C)O)cnc2O[C@H]1CN(C)C(=O)CN(C)C	1.7
O=C(NCC[C@@H]1CC[C@@H](NC(=O)C2CC2)[C@H](CO)O1)c1ccc(F)cc1	-0.2
C[C@@H]1CCCCO[C@@H](CN(C)Cc2ccncc2)[C@H](C)CN([C@@H](C)CO)C(=O)c2cc(NC(=O)c3ccccc3)ccc2O1	-0.5
C[C@H]1CN([C@@H](C)CO)S(=O)(=O)c2ccc(C#CC3CCCC3)cc2O[C@H]1CN(C)Cc1cccnc1	-1.9
CO[C@H]1CN(C)C(=O)c2cc(NC(C)=O)ccc2OC[C@H](C)N(S(C)(=O)=O)C[C@H]1C	0.7
COC(=O)[C@@]1(CCS(=O)(=O)c2ccccc2)N=C(c2ccc(OCCCO)cc2)O[C@H]1c1ccccc1CN=[N+]=[N-]	-0.2
CCC(=O)N1[C@H](CO)[C@H](c2ccc(C#CC(C)(C)O)cc2)[C@@H]1CN(C)C(C)=O	-2.2
COc1cccc(C(=O)N2C[C@H]3[C@@H](c4ccccc42)[C@@H](CO)N3C(=O)c2cccc(F)c2)c1	-0.7
Cc1ccc(S(=O)(=O)Nc2cccc3c2O[C@H](CN(C)C)[C@H](C)CN([C@H](C)CO)C3=O)cc1	-0.9
C[C@@H]1CN([C@H](C)CO)S(=O)(=O)c2ccc(-c3ccc(C(=O)N(C)C)cc3)cc2O[C@@H]1CN(C)C(=O)C1CCCCC1	0.8
C[C@@H](NC(=O)C[C@H]1C=C[C@@H](NC(=O)C2CCOCC2)[C@@H](CO)O1)c1ccccc1	1.4
CO[C@H](CN(C)Cc1cc(F)ccc1F)[C@H](C)CN([C@H](C)CO)S(=O)(=O)c1ccc(F)cc1	1.2
CN1CCN(C(=O)C[C@H]2CC[C@@H](NS(=O)(=O)c3cccc(F)c3)[C@H](CO)O2)CC1	-1.0
CC(C)NC(=O)Nc1ccc2c(c1)C(=O)N([C@@H](C)CO)C[C@H](C)[C@H](CN(C)S(=O)(=O)c1ccc(Cl)cc1)OCCCC[C@@H](C)O2	0.4
COCC#Cc1ccc([C@H]2[C@@H](CO)N3C(=O)CN(C(=O)C4CCOCC4)C[C@@H]23)cc1	0.4
Cc1ccc(S(=O)(=O)Nc2ccc3c(c2)C(=O)N([C@@H](C)CO)C[C@@H](C)[C@@H](CN(C)Cc2ccc(Cl)c(Cl)c2)OCCCC[C@@H](C)O3)cc1	-0.2
O=C(NCc1cc(F)cc(F)c1)[C@H]1[C@H](CO)[C@H]2Cn3c(cccc3=O)[C@@H]1N2C(=O)Cc1ccccn1	-1.0
COc1cccc(S(=O)(=O)N2CCCCN3[C@H](C2)[C@@H](c2ccc(C#CC(C)C)cc2)[C@@H]3CO)c1	0.9
C[C@@H]1CCCCO[C@@H](CN(C)S(C)(=O)=O)[C@H](C)CN([C@@H](C)CO)C(=O)c2cc(NC(=O)Nc3ccc4c(c3)OCO4)ccc2O1	-1.6
CC(C)COC(=O)N(C)C[C@@H]1OCc2ccccc2-c2c(n(C)c3ccccc23)C(=O)N([C@@H](C)CO)C[C@H]1C	1.1
Cc1noc(C)c1S(=O)(=O)Nc1ccc2c(c1)C(=O)N([C@H](C)CO)C[C@H](C)[C@@H](CN(C)S(=O)(=O)c1cn(C)cn1)OCCCC[C@@H](C)O2	-1.9
CNC(=O)C[C@H]1CC[C@@H]2[C@H](COc3ccc(NS(=O)(=O)c4cccc(F)c4)cc3C(=O)N2C)O1	-0.2
C[C@@H]1CN([C@H](C)CO)C(=O)c2cc(NC(=O)CCC(F)(F)F)ccc2O[C@H]1CN(C)S(=O)(=O)c1cccs1	-0.9
COc1ccc(NC(=O)Nc2ccc3c(c2)C(=O)N([C@@H](C)CO)C[C@@H](C)[C@H](CN(C)S(C)(=O)=O)OCCCC[C@@H](C)O3)cc1	0.2
C[C@H]1CN([C@@H](C)CO)C(=O)c2cc(NS(=O)(=O)c3ccc(F)cc3)ccc2O[C@@H]1CN(C)CC1CCCCC1	0.1
CCNC(=O)C[C@H]1CC[C@H](NS(=O)(=O)c2ccc(C)cc2)[C@@H](CO)O1	-0.3

Following part.
SMILES	TcdB inh
C[C@H]1CN([C@@H](C)CO)C(=O)CCCn2cc(nn2)CO[C@H]1CN(C)C(=O)Oc1ccc2ccccc2c1	1.3
O=C(C[C@@H]1CC[C@H]2[C@@H](COC[C@H](O)CN2CC2CCCCC2)O1)NCc1ccc(F)cc1	-1.1
Cc1ccc(S(=O)(=O)Nc2ccc3c(c2)C(=O)N([C@H](C)CO)C[C@@H](C)[C@@H](CN(C)CC2CCCCC2)O3)cc1	1.2
C[C@H](CO)N1C[C@H](C)[C@@H](CN(C)C(=O)Nc2ccc(F)cc2)Oc2ncc(C#Cc3ccc(F)cc3)cc2C1=O	0.0
C[C@@H]1CN([C@@H](C)CO)S(=O)(=O)c2ccc(-c3ccncc3)cc2O[C@H]1CN(C)Cc1ccccc1	0.3
O=C(NCCc1ccncc1)[C@@H]1[C@@H](CO)[C@@H]2Cn3c(ccc(-c4ccncc4)c3=O)[C@@H]2N1C(=O)C1CC1	-6.4
OC[C@@H]1[C@@H](c2ccc(-c3ccccc3F)cc2)[C@H]2CN(Cc3ccncc3)CCCCN12	0.8
O=C(NCc1nc2ccccc2[nH]1)C1=C[C@H](c2ccc(Br)cc2)C[C@H](OCCCCO)O1	-1.0
C[C@@H]1CN([C@H](C)CO)C(=O)c2cccc(NC(=O)c3ccncc3)c2O[C@H]1CN(C)Cc1ccccc1	-1.7
C[C@H]1CN([C@@H](C)CO)S(=O)(=O)c2ccc(-c3ccncc3)cc2O[C@@H]1CN(C)C(=O)CN(C)C	0.5
CO[C@@H]1CN(C)C(=O)c2ccc(NS(=O)(=O)c3ccc(Oc4ccccc4)cc3)cc2OC[C@H](C)NC[C@@H]1C	-0.4
O=C(Nc1cc(F)ccc1F)N[C@H]1CC[C@H](CCn2cc(C3CCCC3)nn2)O[C@@H]1CO	0.8
OC[C@H]1[C@H](c2ccc(C3=CCCC3)cc2)[C@H]2CN(CCC(F)(F)F)CCCCN21	-0.1
COc1ccc(NC(=O)Nc2ccc3c(c2)C(=O)N([C@H](C)CO)C[C@@H](C)[C@H](CN(C)Cc2ccc4c(c2)OCO4)OCCCC[C@H](C)O3)cc1	-0.6
CO[C@@H]1CN(C)C(=O)c2ccc(NC(=O)Nc3ccc4c(c3)OCO4)cc2OC[C@@H](C)N(C(C)=O)C[C@H]1C	-3.1
C[C@H](CO)N1C[C@H](C)[C@H](CN(C)C(=O)CN(C)C)Oc2ncc(-c3ccc(F)cc3)cc2C1=O	0.7
CO[C@@H]1CN(C)C(=O)c2ccc(NC(=O)C3CC3)cc2OC[C@@H](C)N(Cc2ccncc2)C[C@H]1C	-2.0
C[C@H](CO)N1C[C@H](C)[C@@H](CN(C)S(=O)(=O)c2ccc(F)cc2)Oc2c(NC(=O)Nc3cccc4ccccc34)cccc2C1=O	0.6
O=C(C[C@@H]1C[C@@H]2c3cc(NC(=O)Cc4ccncc4)ccc3O[C@@H]2[C@@H](CO)O1)NCc1ccccc1	0.1
COc1ccc(NC(=O)Nc2ccc3c(c2)C(=O)N([C@H](C)CO)C[C@@H](C)[C@@H](CN(C)C(=O)CCCN(C)C)OCCCC[C@@H](C)O3)cc1	-2.1

Laid out differently: entries from further up.
| SMILES | TcdB inh |
| --- | --- |
| OC[C@@H]1[C@@H](c2ccc(-c3ccccc3F)cc2)[C@H]2CN(Cc3ccncc3)CCCCN12 | 0.8 |
| O=C(NCc1nc2ccccc2[nH]1)C1=C[C@H](c2ccc(Br)cc2)C[C@H](OCCCCO)O1 | -1.0 |
| C[C@@H]1CN([C@H](C)CO)C(=O)c2cccc(NC(=O)c3ccncc3)c2O[C@H]1CN(C)Cc1ccccc1 | -1.7 |
| C[C@H]1CN([C@@H](C)CO)S(=O)(=O)c2ccc(-c3ccncc3)cc2O[C@@H]1CN(C)C(=O)CN(C)C | 0.5 |
| CO[C@@H]1CN(C)C(=O)c2ccc(NS(=O)(=O)c3ccc(Oc4ccccc4)cc3)cc2OC[C@H](C)NC[C@@H]1C | -0.4 |
| O=C(Nc1cc(F)ccc1F)N[C@H]1CC[C@H](CCn2cc(C3CCCC3)nn2)O[C@@H]1CO | 0.8 |
| OC[C@H]1[C@H](c2ccc(C3=CCCC3)cc2)[C@H]2CN(CCC(F)(F)F)CCCCN21 | -0.1 |
| COc1ccc(NC(=O)Nc2ccc3c(c2)C(=O)N([C@H](C)CO)C[C@@H](C)[C@H](CN(C)Cc2ccc4c(c2)OCO4)OCCCC[C@H](C)O3)cc1 | -0.6 |
| CO[C@@H]1CN(C)C(=O)c2ccc(NC(=O)Nc3ccc4c(c3)OCO4)cc2OC[C@@H](C)N(C(C)=O)C[C@H]1C | -3.1 |
| C[C@H](CO)N1C[C@H](C)[C@H](CN(C)C(=O)CN(C)C)Oc2ncc(-c3ccc(F)cc3)cc2C1=O | 0.7 |

An excerpt; rates above refer to the full screens.
